TbMetRS inhib: T. brucei MetRS inhibitors, primary screen, biochemical, luminescence; purified T. brucei MetRS, ATP depletion, Kinase-Glo luminescence; AID 624268, 2012; 0.4% of 360,000 active; inhibition, % at 11.9 µM;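 active = inhibition above a per-plate cutoff of the control wells' mean inhibition plus 3 SD, cut at about 5.5% in these data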;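 note: 0% = DMSO wells median and 100% = median of wells with control inhibitor compound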
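Measured by: Kinase-Glo luciferase luminescence reporting remaining unconsumed ATP. Material: purified T. brucei MetRS enzyme. Doses: 11.9 µM compound single dose, 0.9% DMSO. Medium: HEPES buffer containing pyrophosphatase, BSA, spermine, DTT. Times: 15 min preincubation, 2 h reaction, all 25 °C. Reagent: methionine, ATP and bulk E. coli tRNA.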
LMPTP inh: LMPTP phosphatase inhibitors, primary screen, biochemical, fluorescence intensity, uHTS; Low molecular weight phosphotyrosine protein phosphatase (Homo sapiens), P24666; recombinant LMPTP-A, OMFP fluorogenic substrate; inhibition, % at 20 µM; 0.22% of 360,000 active; AID 651560, 2012;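 active = compounds that cut the enzyme signal by at least half of the control window in the single-dose screen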;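 note: plate controls were DMSO wells with enzyme plus substrate for no effect and substrate without enzyme for full effect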
Target sequence (P24666 whole entry, looked up): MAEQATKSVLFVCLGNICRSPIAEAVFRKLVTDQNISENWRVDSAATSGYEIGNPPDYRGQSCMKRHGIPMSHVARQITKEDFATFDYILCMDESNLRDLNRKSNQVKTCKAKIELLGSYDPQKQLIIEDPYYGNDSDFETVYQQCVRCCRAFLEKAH
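Material: LMPTP-A; amount: 0.625 nM enzyme; doses: single 20 µM dose; times: reaction 50 min, room temperature, dark; technique: fluorescence intensity of OMFP turnover product; benchmarks: no-enzyme and uninhibited controls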
NadD block: inhibitors of S. aureus NadD, primary screen, biochemical, colorimetric, uHTS; Nicotinate-nucleotide adenylyltransferase NadD (Staphylococcus aureus N315); purified NadD enzyme, colorimetric absorbance read-out; inhibition, % at 20 µM; 0.78% of 360,000 active; AID 602399, 2012; in the data active = inhibition above about 26%; note: some compounds past the cut are filed as inactive
Scp1 inh: Scp-1 phosphatase inhibitors, primary screen, biochemical, colorimetric, uHTS. Carboxy-terminal domain RNA polymerase II polypeptide A small phosphatase 1 (Homo …. Recombinant Scp1, phosphopeptide, malachite green phosphate absorbance. inhibition, % at 20 µM. 0.88% of 340,000 active. AID 493091, 2011;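 active = inhibition above about 50% at 20 µM, limit read from the data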;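 note: plate controls were DMSO wells with enzyme for no effect and wells lacking enzyme for full effect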
Target sequence (Q9GZU7 76-261 limits assumed): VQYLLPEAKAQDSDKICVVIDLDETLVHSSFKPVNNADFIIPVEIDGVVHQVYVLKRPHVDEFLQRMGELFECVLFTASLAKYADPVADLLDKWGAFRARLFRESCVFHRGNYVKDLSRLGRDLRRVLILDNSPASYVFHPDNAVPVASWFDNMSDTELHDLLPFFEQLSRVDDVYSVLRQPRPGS
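Incubation: 45 min enzyme reaction at room temperature / System: truncated SCP-1 phosphatase (76-261aa) / Reagent: Phospho 17-mer peptide substrate / Buffer or medium: Acidic Tris acetate buffer with magnesium and detergent / Signal: absorbance at 630 nm / Doses: one concentration, 20 µM, with 1.0% DMSO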
Neddyl block: inhibitors of cullin neddylation, primary screen, biochemical, TR-FRET, uHTS, NAE and Ubc12. NEDD8-conjugating enzyme Ubc12 (Homo sapiens) + NEDD8-activating enzyme E1 regulatory …. calls only at 25 µM. 0.58% of 360,000 active; in the data active = inhibition above about 36%
SKN-1 block: suppressors of acrylamide-induced Pgst-4::GFP reporter in worms, primary screen, SKN-1 inhibitor project, whole organism, uHTS, GFP/RFP fluorescence ratio, strain VP596; C. elegans VP596 Pgst-4::GFP/RFP ratio, 24 h; inhibition, % at 21.8 µM; 0.49% of 360,000 active; AID 624304, 2012;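 active = interference check ratio from 0.5 to 1.5 plus GFP to RFP signal ratio inhibition reaching or exceeding a fixed threshold, cut at about 30% in these data, passing the limit was not always enough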; note: some compounds called inactive have numbers as strong as hits
CendR NRP1 mod: modulators of CendR peptide binding to NRP-1, primary screen, biochemical, fluorescence polarization, uHTS | FAM-RPARPAR peptide binding to NRP-1 | 0.85% of 360,000 active | inhibition, % at 25 µM | AID 602438, 2012;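 active = inhibition or corrected inhibition above about 18%, plus a signal ratio from 0.5 to 1.5, limit read from the data, passing the limit was not always enough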; note: strong numbers were not always called active
DNMT1 inh: human DNMT1 methyltransferase inhibitors, primary screen, biochemical, molecular beacon, fluorescence, HinP1I cleavage, uHTS | inhibition (reported as % activation of signal), % at 10 µM | 0.83% of 360,000 active; in the data active = inhibition above about 50%
STEP inh: STEP phosphatase inhibitors, primary screen, biochemical, fluorescence intensity, uHTS; Tyrosine-protein phosphatase non-receptor type 5 (Homo sapiens), P54829; recombinant STEP, OMFP fluorogenic substrate; inhibition, % at 20 µM; 0.25% of 360,000 active; AID 588621, 2011;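 active = inhibition at 20 µM, scaled per plate between control wells, above about 37%, limit read from the data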;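 note: 0% = DMSO with enzyme and substrate and 100% = substrate only without enzyme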
Target sequence (P54829 whole entry, looked up): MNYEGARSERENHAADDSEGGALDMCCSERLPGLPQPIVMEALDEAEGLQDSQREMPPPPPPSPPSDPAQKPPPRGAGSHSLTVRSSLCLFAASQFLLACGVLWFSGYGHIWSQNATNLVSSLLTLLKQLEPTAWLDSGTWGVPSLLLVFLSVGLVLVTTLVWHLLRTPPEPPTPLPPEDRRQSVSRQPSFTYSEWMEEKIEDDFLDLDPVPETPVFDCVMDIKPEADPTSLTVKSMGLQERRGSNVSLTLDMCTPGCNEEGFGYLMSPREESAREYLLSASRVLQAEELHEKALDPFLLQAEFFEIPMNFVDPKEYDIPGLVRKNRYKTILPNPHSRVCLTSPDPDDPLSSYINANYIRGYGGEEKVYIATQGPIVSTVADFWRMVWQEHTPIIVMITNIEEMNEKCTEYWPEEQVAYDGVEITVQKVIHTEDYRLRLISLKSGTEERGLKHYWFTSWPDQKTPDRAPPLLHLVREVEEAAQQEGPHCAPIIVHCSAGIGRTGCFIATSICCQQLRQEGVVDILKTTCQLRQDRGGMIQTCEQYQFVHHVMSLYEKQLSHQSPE
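Assay system: isolated STEP enzyme / Timing: 20 min at room temperature, dark / Doses: 20 µM, 1% DMSO / Technique: fluorescence intensity, excitation 480 nm, emission 540 nm / Reagent: fluorogenic phosphatase substrate OMFP at 25 µM final / Measure: percent inhibition scaled to no-enzyme and uninhibited-enzyme controls, plate-pattern corrected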
SUMO1-SIM PPI: modulators of SUMO1 protein-protein interactions, primary screen, biochemical, uHTS; Small ubiquitin-related modifier 1 (Homo sapiens), P63165; SUMO1 binding to a labelled peptide, TR-FRET, 1 h; inhibition, % at 20 µM; 0.33% of 360,000 active; in the data active = inhibition above about 37%
Starred values were filed as active, the others as inactive; i = inactive; x = not tested or not shown. Rows were taken by chance. About 4.6% of those tested had a hit in this group.

Neddyl block	SUMO1-SIM PPI	TbMetRS inhib	CendR NRP1 mod	Scp1 inh	SKN-1 block	DNMT1 inh	LMPTP inh	NadD block	STEP inh	Structure
i	5	-0.3	14	-5	1	3	-0.8	-3	4	COc1cccc(C(C(=O)NC2CCCC2)N(CC2CCCO2)C(=O)Cc2cccs2)c1 (centres undefined)
i	9	-1.1	5	-6	8	-5	0.9	-5	-1	COc1ccc(C(=O)Nc2cccc(NC(=O)c3ccc(OC)c(OC)c3)n2)cc1OC
i	-8	-0.8	-95	11	1	0	-1.3	3	7	COc1ccc(C(=O)NCC(O)CN2CCOCC2)cc1[N+](=O)[O-] (centres undefined)
x	-5	-0.8	-4	5	17	34	3.7	5	-1	Cc1ccc2oc(-c3ccc(NC(=O)c4ccncc4)cc3O)nc2c1
i	2	-0.5	-12	0	6	2	0.3	-6	3	CCC12CN3CC(CC)(CN(C1)C3c1ccc(OC(C)C)cc1)C2=O (centres undefined)
i	2	0.7	-6	-14	-8	-1	2.7	-11	-2	O=C(Cc1ccc(Cl)cc1)Nc1ccc(SC(F)F)cc1
i	0	-0.9	4	x	5	5	-1.3	4	-1	C[C@@H]1CN([C@H](C)CO)C(=O)CCCn2nncc2CO[C@@H]1CN(C)S(=O)(=O)c1ccc2ccccc2c1
i	2	-0.3	9	2	7	-9	1.4	-2	-1	CC(=O)c1ccc(N2CCN(C(=S)Nc3ccccc3)CC2)cc1
i	-1	-1.1	11	-4	5	1	0.4	-6	-2	O=C(N/N=C\c1ccccc1)c1ccccc1-n1cccc1
i	5	-0.6	2	-9	-10	3	-1.6	-4	-6	Cc1ccccc1-c1nc(CN2CCC(C(=O)NCCCN3CCOCC3)CC2)c(C)o1
i	2	0.2	-16	-15	3	-5	-0.7	-1	1	COc1cc(C2N(c3ccc(Cl)cc3)C(=O)C3CCCN32)cc(OC)c1OC (centres undefined)
i	3	-0.2	13	-3	9	-3	-1.3	8	2	O=C(C1CCCO1)N1CCN(c2c3c(nc4cc(-c5ccc(F)cc5)nn24)CCC3)CC1 (centres undefined)
i	4	-0.4	15	0	5	9	0.3	1	2	COc1ccccc1N1CCN(C(=O)c2cc(C3CC3)on2)CC1
i	2	-0.7	4	-12	-1	-1	0.0	-6	-1	CCCn1c(CN2CCN(C(=O)OCC)CC2)nc2cc(NC(=O)CC)ccc21
i	3	-0.3	-8	-5	14	-2	1.8	-2	2	COc1ccc(/C(C)=N/NC(=S)NCc2ccco2)cc1
x	0	0.1	-12	-4	11	9	0.9	-4	-4	CC(C)COc1ccc2[nH]c3c(c2c1)CCCC3=O
i	0	-0.1	6	22	1	-1	1.4	9	1	COc1ccc(CCN(C)C(=O)c2cccc(S(=O)(=O)N3CCN(c4ccc(F)cc4)CC3)c2)cc1OC
i	3	-0.2	-6	57*	8	-5	-0.8	6	1	CCOC(=O)c1ccc(N2C(=O)c3n[nH]c(C)c3C2c2ccc(OC)c(OC)c2)cc1 (centres undefined)
i	-2	0.0	-47	7	16	21	2.3	9	1	CCc1ccc(NC(=O)CCc2nc3sc4c(c3c(=O)[nH]2)CCCC4)cc1
i	-2	31*	2	x	24	1	-0.4	-1	1	Cc1ccccc1C(=O)N(C)[C@H]1C[C@H]2c3[nH]c4ccccc4c3CCN2C(=O)[C@H]1[C@H](C)O
i	4	-0.6	-6	-10	-2	-1	0.9	-6	-4	COc1cc(OC)cc(C(=O)N[C@H](C(=O)OCC(=O)Nc2ccc(OC)c(OC)c2)C(C)C)c1
i	-5	-0.1	-8	-5	6	-1	-0.3	3	0	Cc1ccc(C(=O)NNC(=O)C2CCN(c3nccc(C)n3)CC2)cc1
i	-1	0.5	1	-4	-6	-6	-1.1	1	-3	COc1ccc(S(=O)(=O)NCc2ccccc2)cc1
i	3	0.1	7	-2	4	2	-0.2	1	-4	O=C(Nc1nnc2n1CCS2)c1ccco1
i	4	-0.2	-14	-5	9	3	0.5	10	0	COc1ccc(-c2nnc(SCC(=O)N/N=C/c3ccccc3C(=O)O)n2-c2ccc(Cl)cc2)cc1
i	-3	-0.5	8	-7	27	-2	3.2	8	2	O=C(c1cc(-c2cccs2)nn1-c1ccccc1)N1CCN(S(=O)(=O)c2ccccc2)CC1
i	-3	-0.6	4	0	-21	1	-1.5	-1	-2	Cc1noc(C)c1NC(=O)N(C)C[C@H]1Oc2ccc(NC(=O)Cc3ccccc3)cc2C(=O)N([C@H](C)CO)C[C@@H]1C
i	-20	1.8	6	-8	15	2	-0.7	2	-1	Cc1ccc2c(c1)C(c1ccccc1)N(C(=O)c1ccccc1[N+](=O)[O-])CC(=O)N2 (centres undefined)
i	-4	-0.5	-12	0	7	-1	-0.7	-5	-5	COc1ccccc1C(=O)NCc1ccco1
i	5	-0.2	-8	-3	-12	-3	0.4	-2	-3	CCC(=O)NNC(=O)Cc1c(C)n(C(=O)c2ccc(Cl)cc2)c2ccc(OC)cc12
i	-4	-0.2	26*	-7	1	0	-0.2	4	-2	CN(C)c1ncnc2c1ncn2C1CCCO1 (centres undefined)
i	0	-0.4	9	-6	0	0	-2.4	-3	-1	COc1ccccc1NC(=O)c1cc(Br)ccc1Cl
i	7	-0.4	3	-5	0	4	-0.9	1	0	CCOC(=O)N1CCC(NS(=O)(=O)c2cc3c(cc2Br)CCN3C(=O)CC)CC1
i	-6	-0.9	10	-3	-10	4	0.5	-1	0	CCCCN(CCCC)Cc1ccc(C(=O)NNC(=O)Nc2ccc(F)cc2)o1
i	-35	-0.3	-44	0	18	7	-0.6	-1	-3	O=C(NC[C@@H]1CCCO1)c1cccc2c1C(=O)c1ccc(N3CCOCC3)cc1S2(=O)=O
i	-1	-0.4	0	-2	3	4	-0.2	-3	-1	CN(CC(=O)Nc1ccccc1Br)C(=O)CNC(=O)c1ccc2c(c1)OCO2
i	8	-0.1	-2	-12	13	-16	1.8	-4	1	Cc1ccc(NC(=O)c2cccc(S(=O)(=O)N(C)c3ccccc3)c2)cc1S(=O)(=O)N1CCOCC1
i	2	0.4	-1	-4	8	1	-0.2	-1	3	Cc1ccc(C(=O)Nc2ccccc2C(=O)N2CCCCC2C)cc1 (centres undefined)
i	-5	-0.3	0	-3	-9	3	0.9	-8	-6	NS(=O)(=O)c1ccc(Sc2ccc3ccccc3c2)nc1
i	5	-1.1	-6	-3	-1	0	-2.1	-4	2	CCn1cc(SCC(=O)N2CCOCC2)c2ccccc21
i	-1	-1.1	13	-11	23	-4	0.0	3	0	O=C(Nc1cccc(C(F)(F)F)c1)C1C2CC3OC(=O)C1C3C2 (centres undefined)
i	-6	0.2	-10	0	-17	-4	-1.2	-5	0	COc1ccc(-c2csc(N(CCCN(C)C)C(=O)c3ccccc3C)n2)cc1
i	5	0.3	8	x	12	2	-0.9	3	-1	CCCCOc1ccc(S(=O)(=O)NC(=O)C2(C)CCN2C(=O)c2cccc(F)c2)cc1 (centres undefined)
i	4	0.4	2	-9	-8	-3	0.5	-9	-4	CC(Oc1ccccc1)C(=O)Nc1nnc(S(=O)(=O)N(C)c2ccccc2)s1 (centres undefined)
i	2	-0.2	10	-2	12	4	-1.2	-3	2	COc1cc(-c2cc(C(=O)O)c3cc4c(cc3n2)OCCO4)cc(OC)c1OC
i	-8	0.1	-18	-12	-3	-2	0.7	-2	-2	Clc1ccc2c(c1)[C@H]1OCC[C@H]1[C@@H](c1ccco1)N2
i	1	-0.1	0	-8	1	1	-0.8	-4	-2	Cc1cc(NC(=O)C2CCCN(S(=O)(=O)c3c(C)noc3C)C2)n[nH]1 (centres undefined)
x	0	-0.6	12	-1	8	-5	0.8	-6	-1	CS(=O)(=O)NN1C(=O)c2ccccc2NC1c1ccccc1O (centres undefined)
i	-5	0.0	-13	-5	2	3	-0.5	3	0	COc1cccc(CN2CCN(C(=O)c3cccc4ccccc34)CC2)c1OC
i	-1	-0.5	-7	-1	5	0	-1.1	2	3	O=C(COc1ccc(-n2ccnc2)cc1)Nc1cccc(Cl)c1
i	-1	-0.6	0	25	-4	22	3.7	0	-9	CCOc1ccc(C(=O)NCc2ccco2)cc1
i	3	-0.9	2	-6	-10	-2	-1.1	-7	-1	CCN1CCN(CC(=O)NC2CCCCC2)C(=O)C1=O
i	1	-0.8	-11	6	-7	1	0.9	32*	1	CCOC(=O)C1=C(N)n2c(s/c(=C\c3ccco3)c2=O)=C(C(=O)OC(C)C)C1c1ccco1 (centres undefined)
i	2	-0.4	16	-3	-19	-2	0.7	1	4	N#Cc1nc(Cc2ccccc2)oc1N1CCCC1
i	1	-1.4	0	-17	-7	6	-0.8	-7	-2	COc1cccc(CNC(=O)c2cc(COc3c(F)cccc3F)on2)c1
i	-2	-0.3	-3	-10	1	-1	1.5	-7	8	CC(=O)c1cc(C#N)c(SCc2ccccc2)nc1C
i	7	0.7	6	-5	-1	2	1.8	4	12	O=C(CN1CCN(S(=O)(=O)N2CCCCCC2)CC1)Nc1cc(Cl)ccc1Cl
i	3	-0.2	4	-7	2	5	-1.6	-5	1	COc1ccc(CNS(=O)(=O)c2ccc(-n3cnnn3)c(OC)c2)cc1
